West Nile antiviral – West Nile virus antiviral activity, cell-based, CPE readout (AID 1621); West Nile virus-infected cells, CPE inhibition; higher % means a stronger effect; 290,000 compounds, 0.02% hits; CPE inhibition, % at 10 µM; hits with a dose series show IC50 in µM; in the data active means a potency from the dose series; inconclusive means CPE inhibition mostly from about 3.7% at the one dose, without a potency; inactive means the rest, 99 in 100 with CPE inhibition below about 2.2%; further: strong numbers were not always called active
WT yeast gro inh – growth inhibition of WT strain, primary screen, mitochondrial fusion inhibitor project, WT and mutant strains, chemical genetic. AID 1362, 2008. mitochondrial fusion phenotypic screen. inhibition, % at 10 µM. 190,000 compounds, 2.1% hits; in the data active means inhibition above about 58%; tested in S. cerevisiae
RSV antiviral HEp-2 – RSV antiviral activity via CPE protection, HEp-2 cells, primary 10 µM value included (AID 2391). HEp-2 cells, RSV-induced CPE inhibition; higher % means a stronger effect. CPE inhibition, % at 10 µM, or IC50 in µM where a hit was titrated. 310,000 compounds, 0.13% hits; in the data active means a potency from the dose series; inconclusive means CPE inhibition mostly from about 23% at the one dose, without a potency; inactive means the rest, 99 in 100 with CPE inhibition below about 21%; further: strong numbers were not always called active
Salmonella PhoP GFP – inhibitors of PhoP regulon expression, primary screen, Salmonella Typhimurium, GFP reporter (AID 1863) | S. Typhimurium PhoP-regulated promoter GFP reporter, 4 h; higher % means a stronger effect | inhibition, % at 50 µM; hits with a dose series show IC50 in µM | 300,000 compounds, 0.16% hits;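 active means inhibition over 29.93%, a cutoff 3 SD above the screen mean, later confirmed by dose response; inconclusive means inhibition over 29.93% but no dose response follow-up; inactive means inhibition at most 29.93% or unconfirmed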;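 further: 0% = low Mg2+ inducing control and 100% = high Mg2+ repressing control; strong numbers were not always called active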
MgcRacGAP inhibition – MgcRacGAP GTPase-activating activity inhibitors, confirmation, biochemical, ADP Hunter fluorescence | Rac GTPase-activating protein 1 (Homo sapiens) | MgcRacGAP-stimulated Rac1 GTP hydrolysis, ADP Hunter fluorescence; higher % means a stronger effect; GST-tagged Rac1 F28L mutant substrate | inhibition, % at 30 µM, or IC50 in µM where a hit was titrated | 340,000 compounds, 0.6% hits;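 active means first-screen hits whose inhibition reached a set limit at any dose in the follow-up dose series; inconclusive means inhibition above the set first-screen limit but never retested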;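 further: fluorescence reports GDP produced by GAP-driven GTP hydrolysis; strong numbers were not always called active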
Large T inhibition – SV40 large T antigen inhibitors, biochemical (AID 1903); SV40 large T antigen ATPase/helicase inhibition assay; higher % means a stronger effect; one-dose inhibition, % at 20 µM; IC50 in µM for titrated hits; 310,000 compounds, 0.39% hits; in the data active means a potency from the dose series; inconclusive means inhibition mostly from about 32% at the one dose, without a potency; inactive means the rest, 99 in 100 with inhibition below about 32%; further: strong numbers were not always called active
bCat nuc transl – modulators of beta-catenin nuclear translocation, primary screen, imaging, HeLa cells, immunofluorescence, high-content. AID 1665, 2009. 190,000 compounds, 0.3% hits. nuclear translocation activity, % at 5 µM;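 active means nuclear translocation activity above 50% at 5 µM, with a well cell count of 50 or more; inconclusive means wells under 50 cells across six images, flagged as toxic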;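 further: per-cell ratio of nuclear to cytoplasmic median beta-catenin stain intensity; plate controls were DMSO negative control for no effect and GSK-3 inhibitor IX positive control for full effect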
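assay system = human HeLa cells, endogenous beta-catenin | times = compound treatment 24 h, 37°C, 5% CO2 | detection = Anti-beta-catenin immunofluorescence on PFA-fixed, Triton-permeabilized cells, DAPI nuclei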
Myeloid diff 2 – induction of myeloid progenitor differentiation, primary screen, cell-based, flow cytometry, MLPCN library | AID 624256, 2012 | 360,000 compounds, 1% hits | calls only at 10 µM | ER-HoxA9 myeloid progenitors, lysozyme-GFP differentiation;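 active means normalized GFP-positive differentiation at or above the plate's own cutoff, the solvent-only control mean plus 3 SD; inconclusive means no clear call, values can overlap the other calls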;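 further: cells exposed to compound for four days before flow analysis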
T cell modulator – modulators of CD8 T cell-vesicle binding, primary screen, mouse 2C CD8+ T cells, flow cytometry. 2C CD8+ T cell-vesicle binding; stronger effect = lower value. calls only at 7 µM. 330,000 compounds, 0.068% hits;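 active means response, share of CD8 T cells binding vesicles, and their 90th percentile fluorescence all below set limits, cut at about 80% in these data, passing the limit was not always enough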
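incubation = binding step 1.5 h, 37 °C, antibody labelling 20 min, ice | test system = 2C mouse CD8+ T cells | read-out basis = percent CD8+ FL2 mean versus row control | controls = Peptide-free naked vesicles (low) and QL9 vesicles with 0.7% DMSO vehicle (high) | detection = flow cytometry of vesicle-bound cells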
WT yeast gro inh mutant strain – second read-out of WT yeast gro inh, no call of its own (marks repeat the call); inhibition, %; mitochondrial fusion phenotypic screen, mutant strain inhibition
bCat nuc transl cell count 5 µM – recorded beside bCat nuc transl, whose call it bears; cell count; measured here: cell count, cytotoxicity flag
T cell modulator vesicle-bound % – recorded beside T cell modulator, whose call it bears; double positive events, %; measured here: CD8+ vesicle-bound cell fraction;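 binding gate set so that unloaded-vesicle control wells show 10% double positive cells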
Myeloid diff 2 GFP+ MAC1+ % – also measured in Myeloid diff 2; calls as there; GFP+ MAC1+ double positive, %; measured here: differentiation confirmed by MAC1 staining
The depositor's hits bear a star; i = inactive; ? = inconclusive; · = no result given.

Sequence of screens – West Nile antiviral, WT yeast gro inh, WT yeast gro inh mutant strain, RSV antiviral HEp-2, Salmonella PhoP GFP, MgcRacGAP inhibition, Large T inhibition, bCat nuc transl, bCat nuc transl cell count 5 µM, Myeloid diff 2, Myeloid diff 2 GFP+ MAC1+ %, T cell modulator, T cell modulator vesicle-bound %
1) OC(C#CCN1CCOCC1)(c1ccccc1)C1CC1 (centres undefined)
 : -0.1%, 1, 10, 1.4%, -3%, 7%, 5%, 0.0, 1087, i, 0.9, i, 23
2) Cc1cccc(NC(=O)CSc2nc3ccccc3nc2N2CC(C)OC(C)C2)c1 (centres undefined)
 : 0.1%, ·, ·, 4.4%, ·, 6%, 12%, ·, ·, i, 0.9, i, 37
3) CC(=O)N(CCC(Cc1ccccc1)c1ccc2c(c1)OCO2)Cc1ccccc1F (centres undefined)
 : ·, 78*, 57*, 14%, 22%, 5%, -8%, 4.6, 1370, i, 0.8, i, 49
4) O=C(NC12CC3CC(CC(C3)C1)C2)C1CCCN1C(=O)NC1CCCCC1 (centres undefined)
 : -0.8%, 4, 10, 0.5%, 0%, 10%, 3%, -0.5, 1006, i, 0.0, i, 58
5) Cc1ccc(S(C)(=O)=O)cc1C(=O)Nc1cccc(S(=O)(=O)N2CCCCCC2)c1
 : ·, ·, ·, 1.4%, ·, 7%, ·, ·, ·, i, 0.6, i, 57
6) COc1ccc(-c2cc(C(=O)N(C)CC(=O)Nc3ccccc3Cl)c3ccccc3n2)cc1OC
 : ·, ·, ·, -1.5%, 2%, 8%, 8%, ·, ·, i, 0.2, i, 42
7) COC(=O)c1c(NC(=O)COC(=O)CCS(=O)(=O)c2ccc(C)cc2)sc(C)c1C
 : -0.9%, 9, -6, 5.7%, 11%, 3%, -9%, 0.1, 558, i, 0.5, i, 49
8) CCn1c2ccccc2c2cc(NC(=O)CSc3nnnn3-c3ccccc3)ccc21
 : 0.1%, -2, -2, 1.5%, 11%, 11%, 15%, -0.2, 1105, i, 0.2, i, 28
9) O=C(O)CNC(=O)/C=C/c1c(Cl)cccc1Cl
 : 0.2%, -20, 16, 0.5%, -11%, 2%, 6%, -0.8, 1068, i, 0.7, i, 33
10) C[C@H](NC(=O)[C@@H]1Cc2ccccc2CN1)C(=O)NC1CCCCC1
 : -0.1%, ·, ·, -1.0%, -9%, -34%, 3%, ·, ·, i, 6.0, i, 10
11) CCN(CC)S(=O)(=O)c1ccc(C(=O)Nc2nnc(-c3ccco3)o2)cc1
 : -1.5%, 2, -1, 0.7%, -5%, 5%, 4%, 1.1, 1155, i, 0.2, i, 59
12) Cc1c(NC(=O)CC(C)C)c(=O)n(-c2ccccc2)n1C
 : 0.2%, 8, -14, 1.6%, 1%, 7%, 6%, -0.7, 539, i, 0.3, i, 33
13) Cc1ccc2c(c1)CCCN2C(=O)CSc1ccccc1
 : 0.0%, ·, ·, 43%, -2%, 7%, 14%, ·, ·, i, 0.0, i, 67
14) CCCOc1ccc(Cc2c(O)nc(SC)[nH]c2=O)cc1
 : 0.0%, ·, ·, 1.6%, -3%, 6%, 15%, ·, ·, i, 0.6, i, 63
15) Cc1cc(COc2ccccc2OCCN2CCN(C)CC2)no1
 : -0.3%, 8, -13, -0.3%, 8%, 12%, 13%, -1.4, 1147, i, 0.9, i, 40
16) Cc1cccc(Nc2nc(-c3ccncc3)cs2)c1
 : -0.7%, 38, 30, 14%, 0%, 7%, 3%, -2.0, 1080, i, 0.3, i, 52
17) Cc1ccc(S(=O)(=O)CCC(=O)OCC(=O)N2CCc3ccccc32)cc1
 : -0.4%, ·, ·, 6.0%, 0%, 9%, 6%, ·, ·, i, 1.8, i, 2
18) CN1CCN(C(c2cc3cc4c(cc3[nH]c2=O)OCCO4)c2nnnn2C2CCCC2)CC1 (centres undefined)
 : 0.4%, 7, -4, 1.4%, 3%, ·, -3%, 0.3, 1106, ·, ·, i, 40
19) N#Cc1c(-c2ccccc2)cc(-c2ccccc2)[nH]c1=O
 : 1.5%, ·, ·, 3.5%, -4%, 10%, -4%, ·, ·, i, 0.4, i, 34
20) CCCCCn1c(SCCC(C)C)nc2c1c(=O)[nH]c(=O)n2C
 : -0.5%, 28, -16, ?, 11%, 6%, 6%, -0.5, 1039, i, 0.6, i, 38
21) CCOc1cc(N2CCOCC2)c(OCC)cc1NC(=O)CN1C(=O)NC2(CCc3ccccc32)C1=O (centres undefined)
 : 0.1%, -15, -14, 2.2%, -1%, 4%, 14%, -1.1, 1037, i, 0.9, i, 22
22) COc1cccc(/C(C)=N/Nc2ccc(S(=O)(=O)N3CCCCC3)cn2)c1
 : ·, ·, ·, 1.6%, ·, 7%, ·, ·, ·, i, 0.3, i, 10
23) Cc1ccc(OCC(=O)NCCNC(=O)c2ccc(C)nc2)cc1
 : 0.1%, ·, ·, 0.7%, 4%, 10%, 5%, ·, ·, i, 0.6, i, 23
24) CN(C(=S)NC(=O)c1ccc(F)cc1)C1CCCCC1
 : -0.3%, ·, ·, 0.5%, 3%, 4%, 16%, ·, ·, i, 1.4, i, 12
25) COc1ccc(S(=O)(=O)NC(C)C(=O)NCc2ccccn2)cc1Cl (centres undefined)
 : -0.7%, ·, ·, -0.5%, 0%, 4%, -6%, ·, ·, i, 1.1, i, 17
26) O=C(NO)c1ccccc1O
 : 0.6%, 6, -5, -0.2%, 0%, 14%, 35%, ·, ·, i, 1.9, i, 64
27) CC(C)(C)S(=O)(=O)c1cnc(N2CCCCC2)nc1N
 : 1.3%, ·, ·, 1.4%, 1%, 7%, 8%, 0.2, 1344, i, 0.4, i, 58
28) CSc1ccccc1OCc1cc(C(=O)N2CCN(C3CCCC3)C(=O)C2)no1
 : -1.6%, ·, ·, 2.4%, 7%, 8%, 9%, ·, ·, i, 1.5, i, 43
29) CCCC(=O)Nc1ccc(NC(=O)c2ccco2)c(OC)c1
 : 0.2%, -7, 15, -0.3%, 3%, 4%, 12%, -1.2, 1122, i, 6.4, i, 33
30) CCOC(=O)COc1cc(=O)n(CC)c2ccccc12
 : 0.0%, -14, 4, 0.1%, -5%, 7%, -5%, -5.8, 1018, i, 0.1, i, 45
31) COc1cccc(CN(C(=O)c2ccccc2Br)C2CCS(=O)(=O)C2)c1 (centres undefined)
 : -0.1%, ·, ·, 2.5%, 3%, -2%, 12%, ·, ·, i, 0.7, i, 12
32) Fc1cccc(/C=N/n2c(C3CCCCC3)n[nH]c2=S)c1
 : 0.4%, ·, ·, 1.0%, 4%, 9%, 1%, ·, ·, i, 0.4, i, 4
33) NS(=O)(=O)c1ccc(CCNc2nc(C(F)(F)F)nc3ccccc23)cc1
 : -0.3%, ·, ·, 16%, 2%, 6%, -6%, ·, ·, i, 0.9, i, 19
34) CCOC(=O)c1c(C)nc(-c2ccccc2)nc1N
 : 0.5%, 5, 9, 0.9%, 5%, 5%, -2%, -2.0, 1157, i, 1.1, i, 27
35) COC(=O)c1ccc(OC)c(CN2CCCN(Cc3cc(C)ccc3C)S2(=O)=O)c1
 : -0.7%, ·, ·, 3.9%, -7%, 4%, 9%, ·, ·, i, 0.2, i, 47
36) CCOc1ncccc1C(=O)OCC(=O)NCCc1ccc(OC)cc1
 : -0.1%, 14, 26, -0.4%, -3%, 8%, 11%, 0.8, 1136, i, 0.7, i, 35
37) CC(C)C(C(=O)NCc1ccco1)N(CC1CCCO1)C(=O)CNS(=O)(=O)c1ccccc1 (centres undefined)
 : -0.1%, -21, -4, 1.3%, -4%, 7%, 18%, -0.8, 1016, i, 0.2, i, 46
38) Cn1cc(C(=O)N2CCN(c3ccccc3)CC2)c(=O)c2cc(S(=O)(=O)N3CCCC3)ccc21
 : 0.2%, ·, ·, 5.4%, 5%, 6%, 16%, ·, ·, i, 0.0, i, 9
39) CC1(C)OC(C)(C)/C(=C/Nc2ccccc2)C1=O
 : -0.2%, 8, 4, 2.0%, -6%, 3%, -6%, ·, ·, i, 0.1, i, 4
40) CC(=O)c1ccccc1OCCCOc1cccc2cccnc12
 : -1.1%, ·, ·, 42%, -5%, 15%, 17%, ·, ·, i, 0.7, i, 58
41) C=CCNC(=O)c1onc(CSc2cc(C)ccc2C)c1C(=O)O
 : -0.4%, -2, -6, 0.6%, -8%, -2%, 11%, 1.2, 1319, i, 0.8, i, 46
42) Cc1nn(Cc2ccccc2)c(Cl)c1C(=O)OCc1nnc(-c2ccccc2)o1
 : 0.0%, 33, 15, 21%, 2%, 8%, 10%, 1.8, 1064, i, 0.5, i, 56
43) Cc1ccc(C2=[N+]([O-])C(C)(C)N(O)C2(C)C)cc1
 : 0.0%, 9, 4, 1.9%, -5%, 3%, 31%, 4.8, 469, i, 1.7, i, 32
44) Cc1cc(-c2csc(N)n2)c(C)n1Cc1ccco1
 : -0.4%, 19, 6, 1.8%, -8%, 3%, 8%, -1.0, 1027, i, 0.8, i, 1

3 of the compounds above, in transposed form.
33) NS(=O)(=O)c1ccc(CCNc2nc(C(F)(F)F)nc3ccccc23)cc1
34) CCOC(=O)c1c(C)nc(-c2ccccc2)nc1N
35) COC(=O)c1ccc(OC)c(CN2CCCN(Cc3cc(C)ccc3C)S2(=O)=O)c1

Screen / compound no.	33	34	35
West Nile antiviral	-0.3%	0.5%	-0.7%
WT yeast gro inh	·	5	·
WT yeast gro inh mutant strain	·	9	·
RSV antiviral HEp-2	16%	0.9%	3.9%
Salmonella PhoP GFP	2%	5%	-7%
MgcRacGAP inhibition	6%	5%	4%
Large T inhibition	-6%	-2%	9%
bCat nuc transl	·	-2.0	·
bCat nuc transl cell count 5 µM	·	1157	·
Myeloid diff 2	i	i	i
Myeloid diff 2 GFP+ MAC1+ %	0.9	1.1	0.2
T cell modulator	i	i	i
T cell modulator vesicle-bound %	19	27	47

Hits appear at their usual frequency; overall some 3.6% were active at least once.
